Bioassay records (PubChem)
CHRM1 agonist – human M1 muscarinic receptor agonists, primary screen, Fluo-8 calcium fluorescence, CHO-K1 cells, HTS; Muscarinic acetylcholine receptor M1 (Homo sapiens), P11229; CHO-K1 hM1, agonist mode; 0% DMSO, 100% acetylcholine EC100; activation, % at 3 µM; 360,000 tested, 0.33% active;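 active = activation above the run's mean compound activation plus 3 SD, cut at about 16% in these data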;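 also: peak over basal fluorescence ratio within a 140 s kinetic read after compound addition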
OXTR potentiator – human OXTR potentiators, primary screen, fluorescence, CHO-OTR cells, Fluo-8 calcium; Fluo-8 calcium fluorescence, potentiator mode; 0% = oxytocin EC15, 100% = EC100; activation, % at 3 µM; 320,000 tested, 0.061% active; AID 2445, 2010;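 active = activation above that plate's cutoff, the mean activation of tested compounds plus 3 SD, cut at about 6.6% in these data, passing the limit was not always enough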;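 also: 100% uses oxytocin at 75 nM as the full agonist control; some results filed as inactive read as strong as hits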
Target sequence (P30559 whole entry, looked up): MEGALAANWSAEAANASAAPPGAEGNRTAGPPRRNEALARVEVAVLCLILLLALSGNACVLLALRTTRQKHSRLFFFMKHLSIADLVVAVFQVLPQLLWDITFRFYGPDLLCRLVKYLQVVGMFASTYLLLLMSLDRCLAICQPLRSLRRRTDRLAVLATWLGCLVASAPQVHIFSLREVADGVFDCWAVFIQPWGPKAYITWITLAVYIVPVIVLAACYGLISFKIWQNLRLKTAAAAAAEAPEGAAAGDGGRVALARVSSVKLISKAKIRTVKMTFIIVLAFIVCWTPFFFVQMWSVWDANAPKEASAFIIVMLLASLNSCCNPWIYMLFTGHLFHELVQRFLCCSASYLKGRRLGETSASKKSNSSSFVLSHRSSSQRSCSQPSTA
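test system = CHO-OTR cells, human receptor | compound = single-point 3.0 µM | schedule = 6 min compound pre-incubation at room temperature, 100 s kinetic read | signal = Fluo-8 no-wash calcium dye fluorescence, excitation 470-495 nm, emission 515-575 nm | repeats = single well per compound, singlicate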
TAAR1 ag – human TAAR1 agonists, primary screen, Fluo-8 calcium fluorescence, CHO RD-HGA16 cells; vehicle wells 0%, saturating PEA agonist 100%; activation, % at 3 µM; AID 624467, 2012; Trace amine-associated receptor 1 (Homo sapiens), Q96RJ0; 360,000 tested, 0.99% active;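 active = activation above the mean activation of all test compounds in the run plus 3 SD, cut at about 38% in these data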
Target sequence (Q96RJ0 whole entry, looked up): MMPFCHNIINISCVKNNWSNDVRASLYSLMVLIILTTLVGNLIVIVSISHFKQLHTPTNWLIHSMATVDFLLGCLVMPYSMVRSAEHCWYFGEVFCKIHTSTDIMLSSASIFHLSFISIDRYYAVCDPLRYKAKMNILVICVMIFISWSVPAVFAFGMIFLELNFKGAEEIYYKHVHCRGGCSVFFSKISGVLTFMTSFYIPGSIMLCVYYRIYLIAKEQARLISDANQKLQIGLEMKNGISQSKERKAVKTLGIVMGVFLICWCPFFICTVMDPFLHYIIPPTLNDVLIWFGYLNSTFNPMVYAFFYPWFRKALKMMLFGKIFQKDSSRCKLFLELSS
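Test system: RD-HGA16 (CHO) cells co-expressing Gα16 and hTAAR1 / Benchmarks: DMSO vehicle as 0%, PEA at EC100 as 100% / Repeats: no replicates (n 1) / Measure: % activation from peak over basal fluorescence ratio, DMSO-to-PEA scaled / Timing: 17-24 h plating, Fluo-8 75 min 37 °C, 30 min RT / Technique: kinetic Fluo-8 calcium fluorescence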
TAAR1 antagonist – human TAAR1 antagonists, primary screen, Fluo-8 calcium fluorescence, CHO RD-HGA16 cells; antagonist; inhibition, % at 3 µM; 360,000 tested, 1.5% active; AID 624466, 2012;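 active = inhibition above a per-plate cutoff, the mean inhibition of test compounds on that plate plus 3 SD, cut at about 49% in these data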;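 also: 0% = DMSO plus EC80 beta-PEA response and 100% = DMSO alone without agonist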
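Assay system: RD-HGA16 CHO cells with stable hTAAR1 and Gα16 / Reagent: EC80 β-phenethylamine stimulus / Doses: 3 µM, single point / Timing: dye loading 75 min at 37 °C, then 30 min room temperature / Measured by: Fluo-8 intracellular calcium dye fluorescence, real-time kinetic reads / Controls: vehicle wells and EC80 agonist wells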
CHO parental Ca – ATP-evoked calcium signal inhibitors, parental CHO, primary screen, counter-screen for OX1R antagonist project, cell-based, fluorescence, Fluo-8 calcium dye | parental CHO-K1, ATP-induced calcium, Fluo-8 fluorescence | inhibition, % at 5.6 µM | 330,000 tested, 0.63% active | AID 463079, 2010;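 active = inhibition above that plate's mean sample inhibition plus 3 SD, cut at about 26% in these data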;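 also: 0% = ATP-challenged DMSO wells and 100% = DMSO wells without ATP; some compounds past the cut are filed as inactive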
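Material: Parental CHO cells | Reagent: ATP | Compound dosing: Single nominal dose of 5.6 µM per compound | Detection: Intracellular calcium via Fluo-8 no-wash fluorescent dye | Read-out: % inhibition of ATP-induced calcium mobilization | Benchmarks: Low control ATP plus DMSO, high control DMSO only | Replicates: Singlicate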
V1aR counter – agonists of human V1a receptor, primary screen, counter-screen for OXTR agonist project, fluorescence, CHO-V1R cells; 320,000 tested, 0.25% active; Fluo-8 calcium fluorescence, agonist mode; 0% DMSO, 100% 3 nM vasopressin; activation, % at 3 µM;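 active = activation above the mean activation of all tested compounds plus 3 SD, per screening run, cut at about 20% in these data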;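 also: signal is peak over basal fluorescence ratio across a 100 second FLIPR read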
M1 ag parental – counter-screen for M1 agonists: effect in parental CHO-K1 cells | Fluo-8 calcium fluorescence; scaled to maximal ATP response, vehicle zero | activation, % at 3 µM | 360,000 tested, 0.48% active | AID 602248, 2012; in the data active = activation above about 15%;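 also: untransfected CHO-K1 host cells lacking M1 receptor as counterscreen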
M1 PAM parental – nonselective calcium activators in parental CHO-K1 cells, primary screen, counter-screen for M1 PAM project, cell-based, Fluo-8 calcium fluorescence, full deck, 1536-well. activation, % at 3 µM. ATP EC20; 0% at ATP EC20, 100% at ATP max. 360,000 tested, 0.02% active. AID 602247, 2012;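 active = activation above the run cutoff, the mean activation of all test compounds plus 3 SD, cut at about 40% in these data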;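 also: peak over basal fluorescence ratio in a 140 s read after ATP addition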
CHO-K1 Ca antag – M1 antagonist counterscreen hit in parental CHO-K1 cells. ATP-induced calcium, Fluo-8 fluorescence. inhibition, % at 3 µM. 360,000 tested, 0.6% active. AID 602250;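 active = inhibition above a per-plate cutoff, the plate's mean sample inhibition plus 3 SD, cut at about 24% in these data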;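 also: 0% = DMSO plus EC80 ATP and 100% = DMSO alone without ATP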
Starred values were filed as active, the others as inactive; x = not tested or not shown.

entry	structure	TAAR1 antagonist	CHO-K1 Ca antag	V1aR counter	CHRM1 agonist	TAAR1 ag	CHO parental Ca	M1 ag parental	OXTR potentiator	M1 PAM parental
1	O=C(CN1CCc2ccccc2C1)Nc1ccc(Br)cc1	29	-6	0.4	-5	7	-26	0.2	-1	8
2	O=C(NC1CCC(CC2CCC(NC(=O)C(Cl)Cl)CC2)CC1)C(Cl)Cl (configuration not stated)	-4	-1	1.0	-3	1	4	0.1	0	7
3	Nc1nnc(CC(=O)N/N=C/c2ccc(-c3ccc(Cl)cc3Cl)o2)s1	-22	-7	-0.5	-4	1	3	0.5	-1	16
4	CC(C)Cn1c2c(c(O)c(C(=O)Nc3nc4ccccc4s3)c1=O)CCCC2	-19	-4	0.5	-3	2	4	1.8	4	10
5	COc1cccc(-c2noc(CCC(=O)NCCc3ccccc3)n2)c1	0	-11	0.6	-4	47*	-8	2.6	-3	3
6	CC(c1ccc(O)cc1)(c1ccc(O)cc1)c1ccc(CCBr)cc1	3	6	0.6	10	7	2	18*	-5	-7
7	O=C(NCCc1ccccc1)C1CCC(CNS(=O)(=O)c2ccc(F)cc2)CC1 (configuration not stated)	2	-2	-0.3	-4	20	-7	0.7	-4	12
8	O=C(NC(C(=O)c1ccccc1)N1CCOCC1)c1cccs1 (configuration not stated)	-16	6	1.8	-1	8	-14	0.4	4	-4
9	COc1ccc([C@H]2[C@H](C(C)=O)N3N=Cc4ccccc4C3C23C(=O)OC(C)(C)OC3=O)cc1 (some centres not stated)	-7	3	1.3	-9	3	-6	2.2	-6	-1
10	COc1ccc2nc(C)cc(N3CC(C)OC(C)C3)c2c1 (configuration not stated)	-8	-4	-0.3	-4	8	-11	-0.1	3	17
11	COc1cccc(C2CC(c3cccs3)=NN2C(=O)c2ccco2)c1O (configuration not stated)	38	-16	11	-3	10	-18	7.7	-14	20
12	COc1ccc(CN2CCc3ccccc3C2)c(OC)c1	4	-3	2.5	-8	1	-4	1.0	4	15
13	O=C(c1cnn2ccccc12)N(Cc1ccco1)C1CCCC1	3	-13	-1.1	-11	-1	-13	0.6	-7	32
14	Cc1ccccc1NC(=S)N(CCN(C)C)C(C)c1cccnc1 (configuration not stated)	-9	-6	-1.0	-2	2	3	1.1	-7	10
15	O=C(/C=C/NCC(=O)c1ccccc1)c1ccc(Br)cc1	0	-9	0.7	-4	0	-13	0.9	-6	21
16	Cc1c(OC(C)C(=O)NCCN2CCOCC2)ccc2c3c(c(=O)oc12)CCC3 (configuration not stated)	-10	-5	5.1	-4	11	-17	2.0	-3	3
17	Cc1ccc(NC(=O)Cn2nnc(C(=O)NCc3ccco3)c2N)c(C)c1	-2	-1	3.6	-3	0	6	-0.2	-3	-2
18	O=C(NNC(=O)c1cccc(S(=O)(=O)N2CCN(c3ccccc3)CC2)c1)c1ccc(Cl)cc1	6	-4	0.0	-6	-1	-3	1.7	0	10
19	O=C(CSc1nnnn1-c1cccc2ccccc12)NC(C(=O)O)(c1ccccc1)c1ccccc1	-7	-7	2.6	-6	7	-16	-0.1	-11	4
20	CN(CCc1ccccn1)S(=O)(=O)c1ccc(F)cc1	-6	-6	0.8	-4	8	-10	0.5	-6	12

Record cards, from the list above.
Cc1c(OC(C)C(=O)NCCN2CCOCC2)ccc2c3c(c(=O)oc12)CCC3 (configuration not stated) reads TAAR1 antagonist: -10; CHO-K1 Ca antag: -5; V1aR counter: 5.1; CHRM1 agonist: -4; TAAR1 ag: 11; CHO parental Ca: -17; M1 ag parental: 2.0; OXTR potentiator: -3; M1 PAM parental: 3
CN(CCc1ccccn1)S(=O)(=O)c1ccc(F)cc1 reads TAAR1 antagonist: -6; CHO-K1 Ca antag: -6; V1aR counter: 0.8; CHRM1 agonist: -4; TAAR1 ag: 8; CHO parental Ca: -10; M1 ag parental: 0.5; OXTR potentiator: -6; M1 PAM parental: 12

Following part:
entry	structure	TAAR1 antagonist	CHO-K1 Ca antag	V1aR counter	CHRM1 agonist	TAAR1 ag	CHO parental Ca	M1 ag parental	OXTR potentiator	M1 PAM parental
21	Cn1c(SCC(=O)Nc2ccc3nc(SCC(=O)N4CCCC4)sc3c2)nnc1-c1ccccc1	19	x	-0.7	x	8	-13	x	-2	x
22	Cc1ccnc(NC(=O)c2ccc(C(=O)c3ccccc3)cc2)c1	29	1	-1.1	-5	0	-14	0.3	1	-8
23	COc1ccc(N2CCCn3c2nc2c3c(=O)n(Cc3ccc(C)cc3)c(=O)n2C)c(OC)c1	-74	-21	-0.6	-8	2	-14	1.3	-6	24
24	CC1CC(C)(C)N(C(=O)CN2CCN(C)CC2)c2ccccc21 (configuration not stated)	-15	-7	0.8	-11	3	-10	0.4	-14	14
25	Fc1cccc(NC(=S)NCCN2CCOCC2)c1	-4	-1	0.7	-7	0	0	2.0	-13	26
26	O=C(COC(=O)CCCSc1nc2ccccc2[nH]1)NC(=O)NC1CCCC1	19	7	2.3	1	5	-15	2.8	-8	5
27	C[C@H](NC(=O)c1[nH]cnc1C(=O)Nc1ccc(Cl)cc1)c1ccccc1	-20	-1	0.8	-4	4	-21	0.0	-5	-9
28	Cc1ccccc1C(=O)Nc1ccc(N2CCCC2)cc1	54*	0	0.1	-2	14	-33	4.2	-12	12
29	O=C(NCCc1ccc(Cl)cc1)C1CCCN(c2ncnc3c2nc2n3CCCCC2)C1 (configuration not stated)	-4	-14	2.3	-5	0	-28	0.7	-5	7
30	CN(C(=O)c1ccc(NC(=O)c2ccco2)cc1)c1ccccc1	-16	-8	0.2	-3	0	-7	0.3	-5	7
31	CC(=O)NNC(=O)c1[nH]c2ccc(Cl)cc2c1-c1ccccc1	25	-4	6.1	0	3	-9	0.9	-10	-5
32	NS(=O)(=O)c1cc2c(cc1Cl)NC(c1ccccc1OCC(=O)O)NS2(=O)=O (configuration not stated)	-18	-18	0.9	0	4	8	-0.4	0	-16
33	COc1ccccc1CNC(=O)c1ccc(NS(=O)(=O)c2cccs2)cc1	1	-12	1.3	5	8	2	0.7	-14	7
34	COc1cccc(CNS(=O)(=O)c2c(C(=O)N3CCCCC3)c(C)n(C)c2C)c1	-9	-17	-0.4	-4	0	-16	0.9	0	-1
35	Cc1ccc(N(C(=O)Nc2ccccc2)C2=NCC(C)S2)cc1 (configuration not stated)	-8	1	0.6	-7	10	-12	-0.1	0	5
36	C#CCNC(=O)C1=C[C@H](C2CC2)C[C@H](OCCCCO)O1	-10	-3	1.0	-2	4	-9	1.3	0	9
37	O=C(CCCSc1nc2ccccc2s1)NCc1ccco1	17	-11	0.0	-2	3	-9	0.7	-19	19
38	O=c1cc(C(F)(F)F)nc(SCc2cccnc2)[nH]1	x	-9	-0.5	1	x	-5	-0.7	-7	-4
39	Cc1ccccc1COc1ccc(-c2nnn(CC(=O)O)n2)cc1	-6	-6	x	-1	2	x	0.9	x	-2
40	COc1ccccc1C(=O)C(O)c1ccccc1OC (configuration not stated)	7	2	0.3	-3	11	-2	0.5	0	4
41	CC1CCCCN1CC(=O)Nc1ccc(Oc2ccccc2)cc1 (configuration not stated)	-3	-5	0.1	-6	15	-5	1.4	0	16
42	C#CCN1c2ccccc2Sc2cccnc21	-1	-7	0.0	-8	0	0	1.3	-2	0
43	Cc1cccc(CN2C(=O)c3ccccc3S(=O)(=O)c3ccc(C(=O)NCCCN4CCCC4)cc32)c1	-13	19	0.2	-6	2	-10	-0.9	-12	6
44	O=C(CC1C(=O)NCCN1Cc1ccccc1C(F)(F)F)NCCc1ccccn1 (configuration not stated)	-10	-19	0.0	-2	16	5	2.6	-4	19
45	Cn1cccc1C(=O)NCCc1ccccc1	-7	-15	0.5	4	16	-17	0.2	-4	8
46	CC(C)c1cc(-c2cc(-c3ccc(Cl)cc3)on2)nc(NCC2CC2)n1	-9	-1	0.8	-2	12	-21	0.3	-5	7
47	CCN1CCN(CCNC(=O)CCCn2nc(C)c3c(C)n(-c4ccc(C)cc4)nc3c2=O)CC1	-12	-9	-0.2	-6	2	1	-0.1	3	0
48	CC(C)NC(=O)Nc1cccc(Cl)c1	-1	-10	0.8	0	1	6	1.5	-3	10
49	COc1cc(S(=O)(=O)N(Cc2cccnc2)Cc2ccco2)ccc1-n1cnnn1	4	-16	1.3	-7	10	-9	1.9	-14	11
50	O=[N+]([O-])c1cccc(/C=N/NC2CCS(=O)(=O)C2)c1 (configuration not stated)	-8	-4	1.5	-4	0	-6	-0.2	-6	6
51	Cc1nc(-c2coc3cc(OCC(=O)O)ccc3c2=O)cs1	0	0	1.1	-2	14	-6	-0.3	-1	7
52	C=C(CCO)C1=CCN(S(=O)C(C)(C)C)[C@H]1CCO (some centres not stated)	5	11	x	-2	2	x	0.9	x	11
53	Cc1c(C(=O)N2CCCC2)c(S(=O)(=O)N2CCN(c3ccccc3F)CC2)c(C)n1C	-15	-4	0.7	-2	7	-16	0.9	-1	-18
54	COc1ccc(N(CC(=O)NC2CCCC2)C(=O)CS(=O)CC(=O)Nc2ccc3c(c2)OCO3)cc1 (configuration not stated)	-3	-1	-0.1	-3	8	0	-0.1	-22	-13
55	Cc1nc2c(C(F)(F)F)cccc2c2c1CCS2	-17	-2	-0.6	-3	-1	-10	-0.3	-12	7
56	N#Cc1cc2cc3c(cc2nc1N1CCOCC1)OCO3	45	3	1.1	2	24	-1	3.7	-9	10
57	CC(=O)C1=C(O)C(=O)N(c2cc(C(C)(C)C)on2)C1c1ccc(C(C)C)cc1 (configuration not stated)	x	-7	-0.6	-3	x	-3	0.4	-2	23
58	Cc1ccc(NC(=O)CSc2ncn[nH]2)cc1	-4	11	1.1	-7	2	3	19*	-8	7
59	O=C(c1ccc(F)cc1)N1CCN(c2ccc([N+](=O)[O-])c(N3CCOCC3)c2)CC1	-12	-12	-2.2	-8	-2	-11	0.5	2	33
60	CCn1cc(/C=C(\NC(=O)c2cc(OC)c(OC)c(OC)c2)C(=O)N2CCOCC2)c2ccccc21	-17	15	x	2	2	x	0.5	x	-13
